Assay outcomes from PubChem.
TAAR1 antag: human TAAR1 antagonism. 360,000 tested, 1.5% active. Q96RJ0. CHO RD-HGA16 TAAR1, Fluo-8 calcium fluorescence, antagonist. inhibition, % at 3 µM. AID 624466;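 active = inhibition above a per-plate cutoff, the mean inhibition of test compounds on that plate plus 3 SD, cut at about 49% in these data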;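 note: 0% = DMSO plus EC80 beta-PEA response and 100% = DMSO alone without agonist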
Target sequence (Q96RJ0 whole entry, looked up): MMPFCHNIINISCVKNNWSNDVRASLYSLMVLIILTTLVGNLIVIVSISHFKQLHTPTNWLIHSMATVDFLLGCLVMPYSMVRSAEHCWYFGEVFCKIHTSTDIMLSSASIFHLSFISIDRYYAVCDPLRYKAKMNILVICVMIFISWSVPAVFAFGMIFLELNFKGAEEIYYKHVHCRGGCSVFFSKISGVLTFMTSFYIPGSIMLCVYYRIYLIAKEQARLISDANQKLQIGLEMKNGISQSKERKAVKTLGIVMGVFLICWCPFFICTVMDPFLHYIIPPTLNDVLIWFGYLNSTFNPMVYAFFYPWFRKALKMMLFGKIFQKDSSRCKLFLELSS
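Test system: hTAAR1-expressing CHO RD-HGA16 cells, Gα16-coupled; Probe or stimulus: EC80 β-phenethylamine stimulus; Compound dosing: single nominal final test compound concentration of 3 µM; Timing: 140 s kinetic read after compound, 140 s after agonist; Signal: Fluo-8 calcium-sensitive fluorescence; Measure: % inhibition of agonist calcium response; Controls: DMSO and EC80 PEA controls.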
CRFBP-R2 agonist: agonists of human CRF-binding protein/CRF-R2 receptor complex; HEK293 CRF-R2/CRF-BP, calcium dye fluorescence (FLIPR); percent of saturating CRF peptide response; activation, % at 13.2 µM; 350,000 tested, 0.46% active; AID 588473;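 active = activation of at least 50%, plus an integration ratio under a set limit after plate pattern correction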;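 note: plate controls were neutral control wells without compound for no effect and CRF at EC100 for full effect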
M5 PAM: positive allosteric modulators of human muscarinic M5 receptor. P08912. CHO-K1 hM5, Fluo-8 calcium, ACh EC20 PAM; 0% = ACh EC20, 100% = ACh EC100. activation, % at 3 µM. 360,000 tested, 0.3% active. AID 624038;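 active = activation above the run cutoff, the mean activation of all test compounds plus 3 SD, cut at about 18% in these data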
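Assay system: CHO-K1 hM5 cells. Also added: acetylcholine at EC20 concentration, added after compound. Dosing: 3 µM, single dose. Times: compound preincubation 140 s before EC20 acetylcholine addition. Signal: Fluo-8 calcium fluorescence. Measure: % activation relative to EC20 and EC100 ACh responses. Repeats: singlicate, one well per test compound.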
M4 PAM: positive allosteric modulators of human muscarinic M4 receptor; AID 624126; CHO-K1 hM4/Gqi5, Fluo-8 calcium fluorescence, ACh EC20; 0% = ACh EC20, 100% = maximal ACh; activation, % at 3 µM; 360,000 tested, 0.4% active;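 active = activation above its plate's cutoff, the mean activation of sample wells plus 3 SD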; note: some results filed as inactive read as strong as hits
Target sequence (P08173 whole entry, looked up): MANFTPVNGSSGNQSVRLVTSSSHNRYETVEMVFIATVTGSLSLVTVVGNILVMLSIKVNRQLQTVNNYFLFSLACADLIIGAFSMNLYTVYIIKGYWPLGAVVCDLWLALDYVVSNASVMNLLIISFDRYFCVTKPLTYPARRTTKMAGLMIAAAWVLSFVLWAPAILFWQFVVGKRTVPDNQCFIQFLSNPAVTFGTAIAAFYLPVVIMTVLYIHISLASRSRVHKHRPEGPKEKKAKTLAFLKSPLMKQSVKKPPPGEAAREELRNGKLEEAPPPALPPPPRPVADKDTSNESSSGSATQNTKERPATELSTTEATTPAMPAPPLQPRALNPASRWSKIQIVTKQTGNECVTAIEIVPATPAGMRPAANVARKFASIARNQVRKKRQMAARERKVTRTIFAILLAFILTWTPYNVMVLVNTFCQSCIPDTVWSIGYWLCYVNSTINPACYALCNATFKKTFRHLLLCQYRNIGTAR
M1 PAM parental: nonselective activator or artifact in parental CHO-K1 calcium assay. ATP EC20, Fluo-8 calcium fluorescence; 0% at ATP EC20, 100% at ATP max. activation, % at 3 µM. 360,000 tested, 0.02% active;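 active = activation above the run cutoff, the mean activation of all test compounds plus 3 SD, cut at about 40% in these data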;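 note: peak over basal fluorescence ratio in a 140 s read after ATP addition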
TAAR1 ag: agonists of human TAAR1; Q96RJ0; AID 624467; activation, % at 3 µM; 360,000 tested, 0.99% active; CHO RD-HGA16 TAAR1, Fluo-8 calcium fluorescence; vehicle wells 0%, saturating PEA agonist 100%;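 active = activation above the mean activation of all test compounds in the run plus 3 SD, cut at about 38% in these data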
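Assay system – CHO-derived RD-HGA16 cells with stable Gα16 and human TAAR1 · Compound dosing – one-point dosing at 3 µM (nominal) · Incubation – 17-24 h seeding, 75 min 37 °C dye, 30 min RT · Measured by – kinetic Fluo-8 calcium fluorescence · Control set – DMSO vehicle as 0%, PEA at EC100 as 100% · Repeats – single well for each compound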
M5 ag: agonists of human muscarinic M5 receptor (CHRM5). AID 624037. CHO-K1 hM5 cells, Fluo-8 calcium fluorescence; 0% DMSO wells, 100% maximal acetylcholine response. 360,000 tested, 0.19% active. activation, % at 3 µM;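 active = activation above the run's mean over test compounds plus 3 SD, cut at about 23% in these data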;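 note: signal is peak over basal fluorescence ratio across the kinetic read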
CRFR2-BP antag: blocks CRF-induced signaling of the CRF-BP/CRF-R2 complex. AID 588475. inhibition, % at 11.8 µM. 350,000 tested, 0.59% active. HEK293 CRF-R2/CRF-BP, CRF-induced calcium fluorescence;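 active = inhibition of the ligand-induced calcium signal above about 50% at the single tested concentration, limit read from the data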
CHRM5 antagonist: CHRM5 antagonism in calcium assay; 360,000 tested, 0.59% active; inhibition, % at 3 µM; AID 624040; CHO-hM5 cells, Fluo-8 calcium fluorescence, ACh EC80; P08912;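 active = inhibition above a per-plate cutoff, the mean of that plate's test compounds plus 3 SD, cut at about 27% in these data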;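 note: 0% = acetylcholine EC80 with DMSO and 100% = DMSO without agonist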
* hit, by the source's call; · = not tested or not shown.

cpd	SMILES	TAAR1 ag	M1 PAM parental	M5 PAM	M5 ag	CHRM5 antagonist
1	COc1cccc(-c2cc(=O)c3cc(NC(C)=O)ccc3[nH]2)c1	0.1	-0.3	3.5	1.3	8.1
2	O=C(CC1c2ccccc2Oc2ccccc21)Nc1ccccc1F	-1.7	22.1	-1.4	-4.9	2.2
3	CCN(CC(=O)Nc1ccc(S(=O)(=O)N2CCCC2)cc1)CC(=O)Nc1cccc(OC)c1	2.8	14.0	-4.3	2.1	5.3
4	C=C(C)C(=O)Oc1ccc(N2C(=O)CCC2=O)cc1	1.2	12.3	0.9	-2.7	3.1
5	COc1ccc(CCC(N)=O)cc1OC	7.0	-2.4	0.1	1.7	-2.3
6	Cc1ccc(S(=O)(=O)N(C)C)cc1NC(=O)CN1CCN(Cc2ccccc2)CC1	3.0	-10.7	10.5	-1.0	-3.6
7	CC1Cc2ccccc2N1C(=O)COC(=O)c1ccc([N+](=O)[O-])o1 (centres undefined)	1.8	5.8	-7.3	-0.8	13.8
8	COc1cc(/C=N/N2CCN(C3c4ccccc4-c4ccccc43)CC2)ccc1O	16.1	24.7	-2.9	-0.1	10.2
9	Cc1cc(C)nc(NC(=O)c2c(Cl)cccc2Cl)n1	0.1	-6.7	5.7	-1.5	8.2
10	CC(=O)c1c(C)n(-c2ccc(Cl)cc2)c2ccc(O)cc12	1.5	8.6	-6.4	-1.4	2.1
11	CCOC(=O)[C@]12CCC=C1N(Cc1ccc3c(c1)OCO3)C(=O)[C@H](CC(=O)N1CCC(c3ccccc3)CC1)C2	-1.3	23.6	-4.4	-5.2	-14.3
12	Cc1ccnc(NC(=O)CC(NC(=O)c2ccccc2Cl)c2ccccc2)c1 (centres undefined)	1.3	-1.1	-0.5	2.0	-0.6
13	CC(C)C(=O)NNC(=O)CSc1nnnn1C(C)C	3.9	15.0	-0.7	2.4	4.9
14	C=C(C)C(=O)O[C@H]1C/C(C)=C\C(=O)/C=C(\C)[C@H](O)[C@@H]2OC(=O)C(=C)[C@@H]21	0.1	16.4	6.7	2.9	5.5
15	COc1ccc(C)cc1NC(=O)CN1C(=O)COc2ccc(S(=O)(=O)N3CCCCC3)cc21	-1.6	14.8	10.1	-0.2	-5.4

cpd	TAAR1 antag	CRFBP-R2 agonist	M4 PAM	CRFR2-BP antag
1	-6.6	1.2	3.4	2.6
2	-38.6	-2.0	-2.4	24.0
3	-44.0	-0.5	-3.4	-0.8
4	-10.0	-1.3	4.7	0.8
5	18.3	0.2	8.8	-0.9
6	-26.7	1.1	-2.9	26.4
7	9.0	0.4	5.2	3.3
8	12.5	2.2	3.3	-2.7
9	-11.6	0.1	9.9	-7.9
10	17.9	-0.2	-6.0	-5.5
11	-16.1	·	-1.5	·
12	-14.4	-2.4	5.8	-7.5
13	9.1	0.1	-4.0	8.1
14	1.3	-1.5	5.5	9.6
15	-13.3	-1.8	-1.5	-28.9

(list continues)
cpd	SMILES	TAAR1 ag	M1 PAM parental	M5 PAM	M5 ag	CHRM5 antagonist
16	CC(=O)NCCc1nc2cc(NC(=O)c3ccccc3)ccc2n1C	0.7	9.8	-10.5	-0.1	12.8
17	CCc1ccc(S(=O)(=O)Nc2nccs2)cc1	-0.3	10.4	-1.0	-1.5	0.7
18	CCN(C[C@H]1N[C@@](Cc2ccccc2)(C(=O)OC)[C@H]2C(=O)N(Cc3ccccc3)C(=O)[C@@H]12)C(=O)C1CCCCC1	-0.7	11.4	-1.7	0.0	3.5
19	CCSc1nc2sc3c(c2c(=O)n1-c1ccc(OC)cc1)CCN(C)C3	-0.3	8.5	0.5	-1.4	8.2
20	SC(COCc1ccccc1)CN1CCN(Cc2ccc3c(c2)OCO3)CC1 (centres undefined)	·	11.8	-8.8	-2.9	9.6
21	CCOc1ccc(/C=N\NC(=O)c2c(C)nc3cc(C)ccn23)cc1	-0.9	27.7	-3.4	-3.7	7.5
22	CCN(CC)CCNc1nc2nonc2nc1NCCN(CC)CC	0.5	17.4	12.4	-11.3	1.6
23	Cc1ccc(OCCCC(=O)Nc2ccc(N3CCOCC3)cc2)c(C)c1	15.6	10.1	-7.3	1.9	8.4
24	O=C(O)CSC(C(=O)Nc1ccc(Br)cc1)c1ccccc1 (centres undefined)	-1.1	14.6	2.3	-0.8	0.1
25	Cc1ccc(S(=O)(=O)N2CCCC2C(=O)NCc2ccco2)cc1 (centres undefined)	-2.8	12.7	3.9	0.6	-10.2
26	NC(=O)COC(=O)CC1CC2CCC1C2 (centres undefined)	-0.3	1.0	-6.4	-3.2	10.5
27	COC(=O)c1[nH]c2cc(OC)ccc2c1NC(=O)CCN1CCN(c2cccc(C)c2C)CC1	8.1	-7.8	-5.2	-4.0	0.2
28	Cc1cc(C)n(-c2cc(N3CCOCC3)ncn2)n1	6.2	11.2	-1.3	0.5	0.1
29	Cc1cc(C)n(-c2ccc(C(=O)C(C#N)c3nc4ccccc4n3C)cc2)n1 (centres undefined)	11.5	-11.6	-5.2	1.4	4.5
30	CC(=O)N=c1c(C#N)cc2c(=O)n3ccccc3nc2n1CCCOC(C)C	-0.1	5.7	3.9	-0.9	0.6

cpd	TAAR1 antag	CRFBP-R2 agonist	M4 PAM	CRFR2-BP antag
16	-13.8	2.6	-9.7	-1.7
17	-13.1	-1.5	-4.1	8.6
18	-15.5	109.8*	1.1	-119.4
19	-13.2	2.5	-11.9	-1.3
20	·	0.9	-5.8	-1.6
21	0.7	-1.0	-1.4	15.7
22	-10.8	-0.7	3.3	0.6
23	1.4	1.5	-6.9	7.0
24	4.5	0.0	2.4	1.3
25	-5.8	-0.1	20.4	20.9
26	-0.8	-0.1	1.9	-2.7
27	18.0	-2.6	6.5	0.5
28	-7.6	2.1	1.6	-4.6
29	18.5	0.7	-14.9	-27.6
30	9.5	5.0	-4.9	7.5

(further entries)
cpd	SMILES	TAAR1 ag	M1 PAM parental	M5 PAM	M5 ag	CHRM5 antagonist
31	CCOc1ncccc1C(=O)OCc1ccc(Cl)cc1	7.3	19.9	0.6	-3.2	-1.7
32	Cc1cc(-c2ccccc2)nc(N2CCN(c3ccccn3)CC2)n1	-1.6	-9.6	3.5	0.7	-2.0
33	CCc1ccccc1N1CC(C(=O)Nc2cc(C)on2)CC1=O (centres undefined)	-1.0	-11.1	2.7	-1.7	5.3
34	COc1ccccc1C(=O)NCC(=O)Nc1ccc2c(c1)OCO2	1.4	-19.2	3.3	3.1	7.1
35	COc1ccc(NS(=O)(=O)c2cccc(C(=O)NCc3ccccc3CN3CCCC3)c2)cc1	3.8	-16.0	-2.8	-10.3	4.5
36	COc1cc(OC)c(OC)cc1CNC(=O)c1cc(S(=O)(=O)N2CCOCC2)ccc1F	3.8	-8.3	-1.9	2.4	3.7
37	O=c1c2ccccc2nc2n1CCO2	2.5	7.4	10.5	-4.2	2.7
38	O=C(NCc1ccccc1)C1=C[C@H](c2coc3ccccc3c2=O)C[C@H](OCCCCO)O1	16.1	-21.2	-4.3	-0.3	15.8
39	CCN(CC)CCCNC(=O)c1nn2c(C(F)(F)F)cc(-c3ccccc3)nc2c1Cl	-0.1	-8.9	-0.9	-15.1	-0.7
40	O=C(c1ccc(CNc2c(N3CCCC3)c(=O)c2=O)cc1)N1CCN(C2CCCCC2)CC1	1.1	8.6	-2.6	-1.8	3.2
41	CCc1ccc(S(=O)(=O)/N=C2\C=C(Nc3cccc(C(=O)O)c3)C(=O)c3ccccc32)cc1	-0.5	12.2	3.0	-3.0	11.1
42	C=CC1=CCN(S(=O)(=O)C(C)(C)C)[C@H]1CCO	0.5	-6.8	-3.7	1.3	1.1
43	CCOC(=O)N1CCN(C(=O)c2ccc(Cl)c(S(=O)(=O)N3CCCC3)c2)CC1	2.6	7.5	0.5	-2.9	6.1
44	CCC1=[N+](C)CCn2c(C)ccc21	11.9	18.2	7.0	-4.8	-5.4
45	O=C(c1cc(COc2c(F)cccc2F)on1)N1CCC(c2ccccc2Cl)C1 (centres undefined)	4.8	17.9	-2.9	-8.4	-1.6

cpd	TAAR1 antag	CRFBP-R2 agonist	M4 PAM	CRFR2-BP antag
31	-8.9	-2.9	2.9	25.5
32	-14.8	0.6	-4.9	-13.7
33	-22.6	0.5	-6.9	-7.9
34	1.3	-1.3	5.4	9.3
35	2.5	2.5	0.3	-6.8
36	-8.6	-0.7	6.4	-0.7
37	-15.5	-0.7	0.5	-8.5
38	3.1	-1.1	-6.0	-4.8
39	-16.9	-5.5	2.3	-13.6
40	-3.8	0.8	-4.4	17.9
41	0.4	-4.0	1.0	33.1
42	-14.8	1.5	6.1	-4.0
43	-18.9	1.4	5.8	6.9
44	3.6	0.4	12.7	-13.8
45	-3.3	5.3	-3.2	-13.4

Some of these compounds in order of the CRFR2-BP antag value, ascending.
entry	compound	M5 PAM	M5 ag	CHRM5 antagonist	TAAR1 antag	CRFBP-R2 agonist	M4 PAM	CRFR2-BP antag
39	CCN(CC)CCCNC(=O)c1nn2c(C(F)(F)F)cc(-c3ccccc3)nc2c1Cl	-0.9	-15.1	-0.7	-16.9	-5.5	2.3	-13.6
14	C=C(C)C(=O)O[C@H]1C/C(C)=C\C(=O)/C=C(\C)[C@H](O)[C@@H]2OC(=O)C(=C)[C@@H]21	6.7	2.9	5.5	1.3	-1.5	5.5	9.6
25	Cc1ccc(S(=O)(=O)N2CCCC2C(=O)NCc2ccco2)cc1 (centres undefined)	3.9	0.6	-10.2	-5.8	-0.1	20.4	20.9

Other results follow:
cpd	SMILES	TAAR1 ag	M1 PAM parental	M5 PAM	M5 ag	CHRM5 antagonist
46	Cc1ccc(C(=O)NNC(=O)CSc2n[nH]c(-c3cccnc3)n2)cc1	-0.5	8.2	-1.5	-1.6	5.3
47	CC(C)c1ccc(NC(=O)CCc2ccccc2)cc1	7.7	3.1	-1.6	-8.1	1.9
48	COc1ccc(C2CC(c3cccs3)=NN2C(=O)CSc2nnnn2C)cc1OC (centres undefined)	1.1	7.8	1.9	-2.4	-10.3
49	O=C(NCc1ccco1)c1ccc(S(=O)(=O)c2cccc(S(=O)(=O)N3CCOCC3)c2)cc1	3.1	1.6	-3.5	-1.9	-2.5
50	O=C(Nc1ccc(F)c(Cl)c1)c1ccc2nc([C@@H]3O[C@H](CO)[C@H](O)[C@H](O)[C@H]3O)[nH]c2c1	4.0	6.3	-3.4	0.2	11.0
51	COc1cc(OC)c(NC(=S)Nc2cc(Cl)cc(Cl)c2)cc1Cl	13.3	-11.3	-6.7	1.0	6.6
52	COc1ccc(N2C(S)=C(C#N)C(=O)NC23CCCCC3)cc1	2.4	13.1	3.0	-3.3	2.8

cpd	TAAR1 antag	CRFBP-R2 agonist	M4 PAM	CRFR2-BP antag
46	1.3	-0.6	15.6	8.2
47	14.9	-1.7	-5.2	1.0
48	-18.4	0.6	-4.8	1.2
49	-0.1	1.6	-13.5	-2.5
50	6.7	·	8.2	·
51	24.3	-1.1	-3.2	-8.6
52	1.0	0.8	5.3	-13.8

The order is random; about 4.2% have a hit in one of these screens.
